Assay outcomes as filed in PubChem BioAssay.
NR2E3 ag-1 – human photoreceptor-specific nuclear receptor agonism | Q9Y5X4 | CHO-S Gal4-NCOR/VP16-NR2E3 two-hybrid, luciferase | inhibition of corepressor binding, % at 3.98 µM | 360,000 tested, 0.35% active | AID 602229;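 active = inhibition above the mean of all tested compounds plus 3 SD, cut at about 70% in these data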;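 note: 0% = DMSO with NR2E3 transfected cells and 100% = cells lacking NR2E3 construct; higher means lower luciferase signal from less NR2E3 corepressor binding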
Target sequence (Q9Y5X4 whole entry, looked up, the tested form may be a part): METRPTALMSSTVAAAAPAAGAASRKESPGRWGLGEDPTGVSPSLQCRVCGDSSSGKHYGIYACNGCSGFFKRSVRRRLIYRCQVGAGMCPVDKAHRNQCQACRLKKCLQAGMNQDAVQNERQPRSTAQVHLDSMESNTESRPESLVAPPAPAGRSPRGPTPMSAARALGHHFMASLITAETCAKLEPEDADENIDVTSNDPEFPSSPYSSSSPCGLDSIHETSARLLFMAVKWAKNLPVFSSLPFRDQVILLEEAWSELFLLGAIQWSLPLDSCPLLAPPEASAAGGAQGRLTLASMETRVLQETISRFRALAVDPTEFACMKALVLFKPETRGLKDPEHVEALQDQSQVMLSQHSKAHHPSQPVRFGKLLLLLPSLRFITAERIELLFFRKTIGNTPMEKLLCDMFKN
TWEAK Fn14 block – TWEAK-Fn14 signaling inhibition; TWEAK-stimulated Fn14 reporter cells, luciferase luminescence, 8 h; inhibition, % at 10 µM; 360,000 tested, 2% active; in the data active = inhibition above about 50%
HIF-2a block – HIF-2a inhibition; 786-0 RCC cells HIF-2a reporter, luciferase luminescence, overnight; inhibition, % at 18.8 µM; 360,000 tested, 0.72% active; AID 624352;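 active = inhibition of the luminescence signal of 40% or more relative to plate controls, in a single-dose primary screen at 18.75 µM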
NR2E3 ag-2 – activates human photoreceptor nuclear receptor NR2E3 | Q9Y5X4 | GST-NR2E3/biotin-RetCOR TR-FRET, 1536-well | inhibition of corepressor binding, % at 4.78 µM | 320,000 tested, 0.12% active | AID 2300;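 active = percent inhibition above the cutoff of mean plus 3 SD of all tested compounds, set per screening campaign, cut at about 20% in these data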;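 note: 0% = DMSO wells and 100% = biotin wells as full block of FRET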
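System: GST-tagged NR2E3 plus biotinylated RetCOR corepressor; Amount: 1.35 nM GST-tagged NR2E3 final; Dosing: single nominal compound dose of 4.8 µM; Schedule: 5 h incubation at 4 °C; Technique: TR-FRET with europium anti-GST and streptavidin-D2, 340 nm excitation; Controls: biotin wells as high control, 0.6% DMSO wells as low control.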
KKLEB tox – reduces viability of KKLEB cystic fibrosis airway cells | KKLEB CF airway cells viability, ATPlite luminescence, overnight; hits give low values; cells stimulated with P. aeruginosa culture filtrate | activity change (cytotoxicity), % at 5 µM | 360,000 tested, 0.36% active | AID 602141;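 active = corrected activity change at or below -50% at 5 µM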
TRPM1 prom inh – inhibitors of MITF-driven TRPM1 promoter in melanoma cells. SK-MEL-5 TRPM1 promoter luciferase, 24 h. inhibition, % at 12.5 µM. 330,000 tested, 0.83% active. AID 488899;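 active = mean inhibition across replicates of 60% or more, whatever share of single replicates reaches that level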; note: values of inactives mirror those of a sister screen read the other way
iPSC survival up – hiPSC single-cell survival enhancement; 360,000 tested, 0.044% active; ATPlite luminescence; 100% = ROCK inhibitor wells, 0% = DMSO; survival enhancement, % at 20 µM; in the data active = survival enhancement above about 18%;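 note: cells exposed to compounds for 16 hours before the ATP read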
aDG glyco up – increases alpha dystroglycan glycosylation | 360,000 tested, 0.22% active | activation, % at 10 µM | Pro5-aDG cells, alpha-DG glycosylation AlphaScreen (IIH6); 0% Pro5, 100% B10-LARGE cell signal;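 active = activation of at least 8% versus controls, or a plate z-score of at least 8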;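 note: Pro5 are CHO cells carrying HIG-tagged alpha-DG that lacks glycosylation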
Shn3 inh set2 – Schnurri-3 reporter inhibition in Clone20 osteoblasts | 360,000 tested, 0.52% active | Clone20 osteoblast Shn3 3'UTR firefly luciferase, 24 h | inhibition, % at 12.5 µM;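 active = mean inhibition of at least 75% with every replicate also reaching 75%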;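 note: 0% = median of neutral control wells and 100% = pilot-screen positive control compound; some compounds past the cut are filed as inactive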
Peg3 promoter – reduces Peg3 promoter-driven luciferase expression in HeLa | AID 588405 | 360,000 tested, 1.7% active | inhibition, % at 20 µM | HeLa PEG-Prom luciferase reporter, luminescence, overnight;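 active = inhibition of at least 50% at 20 µM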
CF NFkB inh – cystic fibrosis NF-kB activation inhibition. KKLEB NF-kB-GFP reporter, PAF-induced, GFP fluorescence overnight. inhibition, % at 5 µM. 360,000 tested, 0.86% active;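 active = at least 50% inhibition at 5 µM, scaled per plate between neutral and stimulator controls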;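 note: PAF is a Pseudomonas aeruginosa culture filtrate used as stimulus; plate controls were PAF-stimulated DMSO wells for no effect and unstimulated DMSO wells for full effect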
Starred values were filed as active, the others as inactive; x = not tested or not shown.

compound,HIF-2a block,Shn3 inh set2,iPSC survival up,TWEAK Fn14 block,CF NFkB inh,Peg3 promoter,aDG glyco up,NR2E3 ag-2,KKLEB tox,TRPM1 prom inh,NR2E3 ag-1
O=C(CSc1nnc(-c2ccncc2)o1)Nc1cc(Cl)ccc1C(=O)O,3,-12,3.1,-12,-8,-7,0.1,x,14,4,-5
Cc1ccc(S(=O)(=O)CCC(=O)OCC(=O)Nc2sccc2C#N)cc1,1,-8,2.0,-8,8,-16,0.2,x,4,x,22
CCOC(=O)[C@@H]1[C@H]2COc3cc(OC)ccc3[C@H]2N2C(=O)N(c3ccc(C(F)(F)F)cc3)C(=O)[C@]12C,-91,-3,1.1,74*,46,17,0.2,x,-30,-3,38
c1cc2c3c(cccc3c1)NC1(CCCCC1)N2,4,46,-1.2,-1,-6,0,1.1,7,-14,22,-12
CCN1C(=O)[C@H]2[C@@H](c3ccc(-c4cccc(Cl)c4)c(OC)c3)N[C@@](C)(C(=O)OC)[C@H]2C1=O,15,20,0.2,-31,-12,7,-0.1,2,-4,6,2
CCN(CC(=O)Nc1c(F)cccc1F)C(=O)c1ccc(Sc2nncn2C)c([N+](=O)[O-])c1,1,-17,-0.3,0,-18,1,-0.1,1,4,-1,-12
C/C(=N\NC(=O)c1cccnc1)c1ccc(-c2ccccc2)cc1,8,-8,-0.6,-35,3,13,-0.1,1,-3,x,-61
Cc1[nH]n(C)c(=O)c1[N+](=O)[O-],8,x,-0.6,6,-11,2,0.4,-1,13,-4,6
CCN(CC)S(=O)(=O)c1ccc(N2CCOCC2)c(NC(=O)c2ccc(N3CCCC3=O)cc2)c1,9,-2,0.5,-14,-5,1,0.1,2,2,-5,-19
O=C(NCCSc1c[nH]c2ccccc12)c1c(F)cccc1F,4,3,-0.5,1,8,16,0.4,0,-1,x,11
CC1(C)C/C(=C(/C#N)C(N)=O)CCO1,11,5,-2.3,5,-15,1,0.1,-3,13,12,-19
Cc1cccc(CN2[C@H](CO)C=CS2(=O)=O)c1,6,-1,1.4,-14,-10,-5,-0.4,x,3,x,4
O=c1c2[nH]c3ccc(F)cc3c2ncn1C1CCCCC1,-91,-34,-0.6,-18,3,-59,0.2,12,-10,-34,-22
COc1ccc(CN2C(=O)CCC2(C)c2nnnn2Cc2ccccc2)cc1 (stereo not drawn),-5,x,-0.1,9,x,x,1.7,x,x,x,17
Cc1ccc(-c2nn(-c3ccc(F)cc3)cc2C(=O)NCCCN2CCCC2=O)cc1,-25,-17,0.1,-7,-20,-34,0.4,x,7,-13,-48

(continued)
compound,HIF-2a block,Shn3 inh set2,iPSC survival up,TWEAK Fn14 block,CF NFkB inh,Peg3 promoter,aDG glyco up,NR2E3 ag-2,KKLEB tox,TRPM1 prom inh,NR2E3 ag-1
COCCCNC(=O)c1cc(=O)n(Cc2ccc(Cl)cc2)c2ccccc12,16,30,-0.8,30,20,19,0.0,1,2,10,-9
NC(=O)c1ccc(C(F)(F)F)n(Cc2cccc(Cl)c2)c1=O,35,14,-2.2,7,4,32,0.9,0,-9,-14,-35
Cc1ccc(NC(=O)Cn2nc(C)c3ccccc3c2=O)c(C)c1,17,-2,-0.3,-15,-3,8,0.1,2,-23,-9,11
COc1cccc(/C=N/n2c(SC)nnc2-c2ccccc2)c1OC,-3,5,-0.5,-9,-29,3,-0.2,0,-1,1,-1
O=C(Nc1ccc(Cl)c(S(=O)(=O)Nc2ccccc2Cl)c1)c1cccs1,19,-6,0.5,30,-20,25,0.0,6,-4,8,8
CCOC(=O)c1nnn(-c2nonc2N)c1-c1ccc(Cl)cc1,2,-4,2.0,2,3,10,0.0,4,-4,-26,-20
CCN1CCN(c2c(Cl)cccc2NC(=O)c2ccco2)CC1,16,-3,-2.1,-14,4,15,-0.1,-1,1,3,-16
CCn1c(=S)sc2c(=O)n(CC(=O)Nc3ccc(OC)c(Cl)c3)c(C)nc21,3,1,-0.5,-19,36,7,0.1,-2,-8,-2,10
CCOc1ccc(C(=O)OC(C)CN2CCCCC2)cc1 (stereo not drawn),-6,11,1.0,16,-12,13,0.2,1,14,-4,-15
Cc1cc(-c2nnc(SCC(=O)Nc3ccc(C(F)(F)F)cc3)n2C)no1,13,1,-0.8,6,4,17,0.1,0,-4,8,-12
COc1ccc(NC(=O)Cc2nnc(SCC(=O)Nc3cc(C)ccc3OC)n2C)cc1,13,-3,0.4,6,-5,27,0.0,3,4,7,-5
CCOC(=O)c1c2ccc(OCC(=O)N/N=C/c3ccc(C)cc3)cc2n2ccccc12,-30,23,0.5,15,-11,84*,-0.3,-2,-5,7,2
CCOC(=O)c1csc(NC(=O)c2ccc(S(=O)(=O)N(CC)CC)cc2)n1,4,-50,-2.2,-5,-3,14,-0.2,4,6,1,3
Cc1cc(NC(=O)CSc2nnc(COc3cccc(C)c3C)n2C)no1,16,-12,-1.6,5,11,10,0.3,-2,0,-5,23
COc1ccc(C2CC(c3ccccc3O)=NN2C(=O)c2ccccc2)cc1OC (stereo not drawn),24,-14,-0.3,-5,-7,13,0.2,-2,10,4,0

(more compounds)
compound,HIF-2a block,Shn3 inh set2,iPSC survival up,TWEAK Fn14 block,CF NFkB inh,Peg3 promoter,aDG glyco up,NR2E3 ag-2,KKLEB tox,TRPM1 prom inh,NR2E3 ag-1
Cc1cccc[n+]1CC(=O)Nc1ccc([N+](=O)[O-])cc1,14,1,1.0,5,-2,11,-0.1,0,4,-2,-15
Cc1cc(OCC(=O)Nc2ccc(S(=O)(=O)N3CCN(C)CC3)cc2)cc(C)c1Cl,6,-10,0.0,11,4,11,-0.1,-3,-8,-8,0
O=C(N/N=C/c1ccccc1)c1cc(=O)[nH]c2ccccc12,14,-13,3.7,-17,-7,-7,0.0,-1,4,1,3
CCN1C(=O)[C@H]2[C@H]3CN=C(SCC4CC4)N3[C@@](CC)(C(=O)OC)[C@H]2C1=O,10,-8,3.4,-12,11,6,-0.1,x,-7,7,13
COc1ccc2cc(C(c3nnnn3Cc3ccc(F)cc3)N3CCCCCC3)c(=O)[nH]c2c1 (stereo not drawn),10,3,-2.0,-3,14,0,-0.2,2,-5,12,-8
Cc1cc(NC(=O)CSCC(=O)N(C)Cc2ccc(Cl)cc2Cl)no1,4,5,-0.4,-11,-2,12,0.1,2,15,8,-20
O=C(COc1ccc(Cl)cc1)Nc1ccc(C(=O)O)cc1NC(=O)COc1ccc(Cl)cc1,2,-5,-0.3,21,-20,-14,0.5,-3,6,-8,-30
CN1CCN(C(=O)C23CCC(C)(C(=O)C2Br)C3(C)C)CC1 (stereo not drawn),13,-20,0.4,-2,-9,4,-0.1,4,-6,2,-16
CCOc1ccc(N(C)Cc2cc(=O)oc3ccc(OC)cc23)cc1,10,53,2.0,-26,24,6,0.1,2,-13,-6,-24
C/C(=N\NC(=O)Cc1ccccc1)c1cccs1,-46,0,-0.4,-4,0,-28,-0.2,4,-15,-12,-2
O=C(/C=C/c1ccccc1)N/C(=C/c1ccccc1)C(=O)NCCCO,17,-32,-1.2,3,0,-5,0.0,-1,2,-8,-5
CCOCCCNC(=O)CCc1nnc2ccc(N3CCCCC3)nn12,11,-4,-0.3,-49,-17,10,-0.1,-4,-9,12,-42
Cc1cccc(C)c1NC(=S)N(CCCN1CCN(C)CC1)Cc1cccs1,15,-4,4.1,-9,-8,8,0.0,0,1,-19,4
C1CCN(CCCNC2C3CC4CC(C3)CC2C4)C1 (stereo not drawn),11,12,0.0,-8,5,-18,0.7,1,-7,-12,14
Cc1cccc(NC(=S)N2CCCC2)c1,7,6,-0.5,-7,-6,-5,-0.3,1,8,-1,-4

Full records as entered above. Values in the order: HIF-2a block, Shn3 inh set2, iPSC survival up, TWEAK Fn14 block, CF NFkB inh, Peg3 promoter, aDG glyco up, NR2E3 ag-2, KKLEB tox, TRPM1 prom inh, NR2E3 ag-1
CN1CCN(C(=O)C23CCC(C)(C(=O)C2Br)C3(C)C)CC1 (stereo not drawn) across the screens: 13, -20, 0.4, -2, -9, 4, -0.1, 4, -6, 2, -16
Cc1cc(OCC(=O)Nc2ccc(S(=O)(=O)N3CCN(C)CC3)cc2)cc(C)c1Cl across the screens: 6, -10, 0.0, 11, 4, 11, -0.1, -3, -8, -8, 0

Records listed above that bear a hit mark in Peg3 promoter:
| molecule | HIF-2a block | Shn3 inh set2 | TWEAK Fn14 block | CF NFkB inh | Peg3 promoter | aDG glyco up | NR2E3 ag-2 | TRPM1 prom inh | NR2E3 ag-1 |
| --- | --- | --- | --- | --- | --- | --- | --- | --- | --- |
| CCOC(=O)c1c2ccc(OCC(=O)N/N=C/c3ccc(C)cc3)cc2n2ccccc12 | -30 | 23 | 15 | -11 | 84* | -0.3 | -2 | 7 | 2 |

Next part.
compound,HIF-2a block,Shn3 inh set2,iPSC survival up,TWEAK Fn14 block,CF NFkB inh,Peg3 promoter,aDG glyco up,NR2E3 ag-2,KKLEB tox,TRPM1 prom inh,NR2E3 ag-1
N/C(=N\c1nc2c(c(=O)[nH]1)CCC2)Nc1ccccc1C(F)(F)F,6,-5,0.5,-11,-44,8,-0.1,1,-3,24,0
Nc1nc(SCC(=O)NC2CCCCC2)[nH]c(=O)c1-c1ccccc1,13,2,4.2,-1,-14,10,0.2,0,8,7,5
CCOC(=O)N1CCN(CCC(=O)Nc2cc(C)ccc2C)CC1,19,10,1.1,-1,-13,-2,0.0,2,9,14,-24
CCOC(=O)C1CCN(C(=O)Cn2c(=O)oc3cc(S(=O)(=O)N4CCCC4)ccc32)CC1,7,3,2.0,-5,23,9,0.0,2,5,-12,-12
COc1ccc(NC(=O)Cn2c(=O)n(CCC(=O)NCC3CCCO3)c(=O)c3cc(OC)c(OC)cc32)cc1 (stereo not drawn),5,-5,-0.6,-10,20,4,0.0,0,-4,-1,-14

Grouped by structure, the entries above with a CF3 group (4)
compound,HIF-2a block,Shn3 inh set2,iPSC survival up,TWEAK Fn14 block,CF NFkB inh,Peg3 promoter,aDG glyco up,NR2E3 ag-2,KKLEB tox,TRPM1 prom inh,NR2E3 ag-1
CCOC(=O)[C@@H]1[C@H]2COc3cc(OC)ccc3[C@H]2N2C(=O)N(c3ccc(C(F)(F)F)cc3)C(=O)[C@]12C,-91,-3,1.1,74*,46,17,0.2,x,-30,-3,38
NC(=O)c1ccc(C(F)(F)F)n(Cc2cccc(Cl)c2)c1=O,35,14,-2.2,7,4,32,0.9,0,-9,-14,-35
Cc1cc(-c2nnc(SCC(=O)Nc3ccc(C(F)(F)F)cc3)n2C)no1,13,1,-0.8,6,4,17,0.1,0,-4,8,-12
N/C(=N\c1nc2c(c(=O)[nH]1)CCC2)Nc1ccccc1C(F)(F)F,6,-5,0.5,-11,-44,8,-0.1,1,-3,24,0
